Screening results from PubChem.
Pol iota inh: blocks human DNA polymerase iota activity; Pol iota fluorescent replication assay, 10 min; Potency, µM (titrated, usually from 115 µM), inactives show at the highest dose activity, negative = inhibition, hits mostly inhibitors; 390,000 tested, 1% active; also: potency is read from the fitted curve at half-maximal effect
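Pol iota at 10 nM preincubated 15 min with compounds at room temperature; reaction started with fluorescent substrate, 50 nM final. Fluorescence read kinetically at 0 and 10 min; buffer-only wells as negative control.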
APEX1 inh: inhibitors of human APE1 endonuclease. 350,000 tested, 0.35% active. AID 2517. recombinant APE1, TAMRA/BHQ-2 abasic DNA cleavage fluorescence. Potency, µM (highest dose often 65.8 µM), inactives show at the top dose activity change, negative = inhibition, most hits filed as inhibitors;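 also: potency is read from the fitted curve at half-maximal effect; plate controls were vehicle for no effect and reference inhibitor for full effect; nearly all actives have a fitted effect of over 55% in size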
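Incision of a quenched TAMRA/BHQ-2 THF abasic-site duplex (50 nM) by 0.75 nM APE1, after 15 min compound preincubation, measured as fluorescence increase over three 60 s reads. Values normalized to buffer, DMSO and NSC13755 control wells.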
RXFP1 antag: antagonists of human relaxin receptor RXFP1; Q9HBX9; HEK293-RXFP1, relaxin-stimulated cAMP HTRF, 30 min; stronger effect = lower value; activity change, negative = inhibition, % at 57.5 µM; 350,000 tested, 0.59% active;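 active = activity change of -60% or lower, but not beyond a set lower limit; inconclusive = change between -60% and -40%, or beyond the set limit; inactive = change above -40%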; also: % is scaled to controls: 0 for no effect and ±100 for the full control effect
Tb PGK inh: T. brucei PGK inhibition. PGK/GAPDH coupled, Kinase-Glo luminescence, 60 min. Potency, µM (titrated, usually from 57.5 µM), for the others: at the top dose activity change, negative = inhibition, usual class: inhibitors. 380,000 tested, 0.043% active; also: potency is read from the fitted curve at half-maximal effect; % is scaled to controls: 0 for no effect and ±100 for the full control effect; nearly all actives have a fitted effect of over 60% in size
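Luminescent ATP detection (Kinase-Glo Plus) follows a 60-minute room-temperature incubation, with wells lacking PGK as controls. Buffer: 100 mM TEA (pH 7.6), 5 mM MgCl2, 0.01% Tween-20. Coupling enzyme GAPDH (100 nM final) supplies unstable 1,3-BPG in-well.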
POLK inh: DNA polymerase kappa (human) inhibition | Potency, µM (highest dose often 107 µM), for inactives: top-dose activity, negative = inhibition, most hits filed as inhibitors | 400,000 tested, 0.53% active | Q9UBT6 | purified Pol kappa, fluorescent DNA synthesis assay, 10 min; also: potency is read from the fitted curve at half-maximal effect; % is scaled to controls: 0 for no effect and ±100 for the full control effect
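Enzyme at 10 nM met test compounds for 15 min at room temperature. Substrate addition (50 nM final) began the reaction, which was monitored by fluorescence at 0 and 10 min.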
Pol beta inh: DNA polymerase beta (human) inhibition | P06746 | Pol beta primer extension/strand displacement, fluorescence kinetic | Potency, µM (highest dose often 114 µM), inactives show at the highest dose activity change, negative = inhibition, hits mostly inhibitors | 340,000 tested, 1.3% active | AID 485314; also: potency is read from the fitted curve at half-maximal effect; % is scaled to controls: 0 for no effect and ±100 for the full control effect
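Kinetic readout of DNA synthesis with strand displacement by Pol beta. Compound and 10 nM enzyme sit 15 min at room temperature; 50 nM substrate starts the reaction, read immediately and at 10 min.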
BLM inh: inhibitors of human Bloom syndrome helicase BLM; 350,000 tested, 0.2% active; recombinant BLM DNA unwinding, fluorescence dequenching; Potency, µM (titrated, usually from 56.1 µM), inactives show at the top dose activity change, negative = inhibition, actives largely listed as inhibitors;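 also: potency is read from the fitted curve at half-maximal effect; plate controls were vehicle for no effect and no enzyme for full effect; nearly all actives have a fitted effect of over 35% in size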
Apoferritin bind: candidate novel general anesthetic via apoferritin binding; P02791; apoferritin/1-aminoanthracene competitive binding, fluorescence; Potency, µM (top dose mostly 77.5 µM), inactives show at the top dose activity change, negative = displacement, hits mostly inhibitors; 350,000 tested, 0.074% active; also: potency is read from the fitted curve at half-maximal effect; % is scaled to controls: 0 for no effect and ±100 for the full control effect; nearly all actives have a fitted effect of over 20% in size
Target sequence (P02791 2-175 limits assumed): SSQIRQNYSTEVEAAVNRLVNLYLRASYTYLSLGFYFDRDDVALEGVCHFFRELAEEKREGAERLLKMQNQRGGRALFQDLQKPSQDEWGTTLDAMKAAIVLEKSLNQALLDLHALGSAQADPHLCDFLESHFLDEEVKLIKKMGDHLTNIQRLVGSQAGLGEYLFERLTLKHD
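Horse-spleen apoferritin (10 uM) was mixed with 50% saturated 1-aminoanthracene in PBS, exposed to compounds for 10 min at room temperature, and read for fluorescence (ex 380 nm, em 535 nm). Competitive displacement was fitted with a four-parameter Hill equation.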
POLH inh: DNA polymerase eta (human) inhibition; recombinant Pol eta, fluorescent DNA replication assay; Potency, µM (top dose mostly 114 µM), inactives show at the top dose activity change, negative = inhibition, most hits filed as inhibitors; 390,000 tested, 1.2% active; also: potency is read from the fitted curve at half-maximal effect; % is scaled to controls: 0 for no effect and ±100 for the full control effect
Target sequence (Q9Y253 whole entry, looked up): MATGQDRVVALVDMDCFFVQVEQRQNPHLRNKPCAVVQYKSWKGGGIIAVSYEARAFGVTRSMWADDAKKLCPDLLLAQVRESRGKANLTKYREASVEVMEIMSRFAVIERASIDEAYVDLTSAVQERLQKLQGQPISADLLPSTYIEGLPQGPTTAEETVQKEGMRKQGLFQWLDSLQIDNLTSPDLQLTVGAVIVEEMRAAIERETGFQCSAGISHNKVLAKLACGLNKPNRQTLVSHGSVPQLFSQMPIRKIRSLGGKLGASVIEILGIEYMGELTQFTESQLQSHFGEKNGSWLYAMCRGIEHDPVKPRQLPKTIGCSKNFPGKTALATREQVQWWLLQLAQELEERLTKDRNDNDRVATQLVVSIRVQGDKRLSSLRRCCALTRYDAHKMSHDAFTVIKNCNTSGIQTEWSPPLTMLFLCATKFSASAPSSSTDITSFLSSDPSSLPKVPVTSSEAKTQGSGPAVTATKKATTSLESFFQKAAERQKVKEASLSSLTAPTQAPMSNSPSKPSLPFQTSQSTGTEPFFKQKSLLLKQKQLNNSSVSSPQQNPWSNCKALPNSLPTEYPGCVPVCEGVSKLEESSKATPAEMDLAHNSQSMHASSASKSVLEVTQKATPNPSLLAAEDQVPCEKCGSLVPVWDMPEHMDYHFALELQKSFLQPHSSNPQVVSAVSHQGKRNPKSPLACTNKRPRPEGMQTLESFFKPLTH
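Fluorescent replication assay: 50 nM final substrate added after a 15 min room-temperature compound preincubation with 10 nM enzyme. Signal taken at 0 min and again at 10 min.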
Starred values were filed as active, the others as inactive; i = inactive; ? = inconclusive; · = no result given; & = joins results of further samples; [ ] = another dose, or the depositor's remark. Unless noted, calls follow the shape of the dose curve; as a rule, active = well fitted curve in the direction sought with a large enough effect; inconclusive = small, poorly fitted or top-dose-only effect, or another doubt; inactive = no such curve, though single readings can be large; an effect the other way counts as inactive or inconclusive. Some of the compounds tested, so the mix of outcomes need not match the whole.

Sample of the layout, three compounds:
Structure | POLK inh | Tb PGK inh | RXFP1 antag | Pol iota inh | APEX1 inh | Pol beta inh | BLM inh | Apoferritin bind | POLH inh
S=c1nc(-c2ccccc2)n(Cc2ccco2)c2c1CCCC2 | · | · | · | · | 0% | -4% | -18% | -22% | ·
Cc1ccc(S(=O)(=O)n2nc(C)c(S(=O)(=O)N3CCC(C)CC3)c2C)cc1 | -16%[60.1 µM] | -3% | · | 3% | · | 0% | -9% | -3% | -8%
Cc1ccc(-c2csc3ncnc(SCC(=O)NCC4CCCO4)c23)cc1 (stereo not drawn) | -2% | -6% | -6 | -15% | 8% | · | · | · | -11%

The listing, from the start:
Structure | POLK inh | Tb PGK inh | RXFP1 antag | Pol iota inh | APEX1 inh | Pol beta inh | BLM inh | Apoferritin bind | POLH inh
S=c1nc(-c2ccccc2)n(Cc2ccco2)c2c1CCCC2 | · | · | · | · | 0% | -4% | -18% | -22% | ·
Cc1ccc(S(=O)(=O)n2nc(C)c(S(=O)(=O)N3CCC(C)CC3)c2C)cc1 | -16%[60.1 µM] | -3% | · | 3% | · | 0% | -9% | -3% | -8%
Cc1ccc(-c2csc3ncnc(SCC(=O)NCC4CCCO4)c23)cc1 (stereo not drawn) | -2% | -6% | -6 | -15% | 8% | · | · | · | -11%
Cn1ncc(N2CCN(S(=O)(=O)c3ccc(Br)cc3)CC2)c(Cl)c1=O | -11% | 1% | -21 | 30% | 0% | -29% | -1% | -5% | 0%
CCN(CC)c1cc(C)c2cc(NC(=O)c3ccccc3Cl)ccc2n1 | -24% | 10% | · | -1% | · | 19% | -3% | 73%[activator] | -22%
O=C(NNC(=O)c1cc2ccccc2[nH]1)OCc1ccccc1 | 10% | -4% | · | 1% | -3% | · | · | · | -1%
Cc1ccc(S(=O)(=O)Oc2cccc(/C=N/Nc3ccc(C(=O)O)cc3)c2)cc1 | 5% | -9% | -62* | 1% | -1% | -9% | -9% | -9% | 79µM*
CC1=NN(c2ccccc2C(=O)O)C(=O)C1N=Nc1ccccc1 (stereo not drawn) | -18% | -7% | -1 | -5% | 6% | -1% | -1% | -11% | -3%
Cc1ccccc1SCC(=O)Nc1cccc(C#N)c1 | 5% | -4% | -4 | 27% | -2% | 1% | -4% | ? | -8%
Cc1cccc(C)c1NC(=O)N1C2CCCC1CC(NC(=O)C(C)(C)C)C2 (stereo not drawn) | -10% | 2% | 1 | -17% | 0% | 9% | 2% | -10% | 1%
NS(=O)(=O)c1ccc(CCNC(=O)C2CCCN2C(=O)OCc2ccccc2)cc1 (stereo not drawn) | -13% | 2% | -5 | -2% | 8% | 17% | 0% | -1% | -10%
CC(C)[C@H](NC(=O)[C@@H]1Cc2ccccc2CN1C(=O)OC(C)(C)C)C(=O)NCC1CCC(C(=O)O)CC1 (stereo partly drawn) | -3% | i | 16 | 43%[activator] | 1% | 1% | 2% | -10% | 7%
CCn1c(N2CCN(CC(=O)c3ccc(OC)cc3)CC2)nc2ccccc21 | -12% | -7% | -1 | 6% | -8% | 34% | 1% | -15% | 7%
O=c1ccc(-c2ccc(S(=O)(=O)N3CCN(c4ccccc4)CC3)o2)n[nH]1 | -1% | 0% | 25 | 11% | 7% | 50% | -1% | -2% | 11%
COc1cc(NC(=O)CSc2nc(C)c(C)c(C)n2)cc(OC)c1 | -5% | -1% | 4 | -29% | -2% | 1% | -1% | -15% | 5%
CCc1cc(=O)n2[nH]c(C)c(-c3ccc(OC)cc3)c2n1 | 10% | -4% | 2 | 10% | 6% | -1% | -1% | -1% | -3%
CCCCCCC(=O)Nc1ccc(C(=O)N/N=C/c2cccnc2)cc1 | -8% | -3% | -5 | -7% | 0% | -22% | -10% | -6% | 1%
COC(=O)c1ccc(C23CC4(C2)[C@H](CN(Cc2cccnc2)[C@@H]4c2ccccc2)C3c2ccccc2)cc1 (stereo partly drawn) | 0% | -6% | · | 31%[activator] | -3%&0% | ? | -4%&-4% | -1%&-9% | -17%
COc1ccccc1NC(=O)C(C)OC(=O)CCNS(=O)(=O)c1ccc(C)c(C)c1 (stereo not drawn) | -4% | -15% | -10 | -3% | 38% | · | · | · | -16%
CC(C)ON(C(C(=O)NO)C(C)C)S(=O)(=O)c1ccc(-c2ccccc2)cc1 (stereo not drawn) | 1%[60.1 µM] | · | · | · | -2% | · | -8% | -10% | ·
N#Cc1cccc(C#N)c1N1CCC(C#N)CC1 | -1% | -6% | 6 | 72%[activator] | -3% | -2% | -5% | 0% | -13%
CC(C)CCn1c(CN(C)Cc2ccccc2)nc2c1c(=O)n(C)c(=O)n2C | -2% | -6% | -7 | -8% | 3% | -8% | -2% | -19% | -14%
O=C(CNCC1CCCCC1)Nc1ccc(OC(F)(F)F)cc1 | -3% | -2% | -32 | 12% | -4% | ? | -4% | -10% | -3%
O=C(NC1CC1)C1=C[C@H](c2coc3ccccc3c2=O)C[C@H](OCCCCO)O1 | -11% | 8% | · | 66%[activator] | · | · | · | · | -15%
Cc1cc(N2CCC(C(=O)NC3CCCCC3)CC2)nc(-c2ccccc2)n1 | -1% | i | 0 | 20% | 1% | 12% | -1% | 1% | -4%
Cc1cc(C(=O)NCC(=O)Nc2c(C)cccc2C)c2ccccc2n1 | -14% | -6% | 5 | 4% | 12% | · | · | · | 5%
O=C(Nc1ccc(N2CCCCC2)cc1)c1ccccn1 | -8% | ? | -72* | 7% | -1% | 2% | -4% | ? | 0%
O=c1c2c3c(sc2ncn1/N=C/c1ccccc1)CCCC3 | -6% | 2% | 4 | 9% | -2% | -18% | -3% | ? | -3%
NC(=O)COC(=O)c1ccc2c(c1)S(=O)(=O)c1ccccc1C2=O | -2% | -8% | -2 | 51%[activator] | 16% | 12% | -1% | -2% | -14%
CCOc1ccccc1N=C1SC(CC(=O)Nc2ccc(OC)cc2OC)C(=O)N1CCC1=CCCCC1 (stereo not drawn) | -15% | i | 0 | -7% | -6% | -12% | -12% | -15% | ?
Brc1ccc(Nc2c3c(nc4nncn24)CCC3)cc1 | -4% | · | 1 | 2% | · | 16% | 1% | -4% | ·
COc1ccc(N2CCN(C(=O)c3nc(SC)ncc3Cl)CC2)cc1 | -20% | -4% | · | 14% | · | -3% | 1% | -3% | -20%
CC1CCN(c2ccc(/C=N\Nc3nncn3N)cc2[N+](=O)[O-])CC1 | -12% | -11% | 6 | 13µM* | 2% | -2% | -4% | -15% | -18%
CC(=O)Nc1nnc(SCC(=O)c2ccc3c(c2)Cc2ccccc2-3)s1 | -9% | i | -10 | 23% | 0% | -1% | -1% | 3% | -16%
O=c1c(-c2ccc(F)cc2)coc2c3c(ccc12)OCCO3 | -6% | 0% | -14 | -3% | -6% | 4% | -2% | 9% | -7%
N#CCC(=N)N1CCN(c2ccccc2)CC1 | -1% | 0% | -8 | -7% | 2% | -24% | -9% | -10% | -13%
CCOC(=O)Oc1ccc2c(=O)c(Oc3cc(C)cc(C)c3)coc2c1 | -7% | -1% | 3 | 10% | -2% | 7% | -8% | -20% | -2%
O=C1C=C(c2ccc(Cl)c(C(F)(F)F)c2)C[C@@H](c2ccc(F)cc2)C1 | -7% | 0% | · | 23% | -5% | · | · | · | -22%
Cc1ccc(C(=O)N2CCc3cc4c(cc3C2C)OCCCO4)cc1 (stereo not drawn) | 4% | -1% | -13 | -3% | 29% | 25% | -9% | -12% | -2%
COc1ccc(-c2cn3cc(C(F)(F)F)cc(Cl)c3n2)cc1 | -11% | -7% | -11 | 52%[activator] | -1% | -21% | -10% | 473%[activator] | -17%
CC(=O)Nc1ccccc1-c1nc2ccccc2n(CC(=O)Nc2ccc(C)c(Cl)c2)c1=O | 2% | 0% | -11 | 62%[activator] | · | 22% | -1% | -9% | -10%
CCOC(=O)c1ccc(NC(=O)CN2CCN(Cc3ccccc3)CC2)cc1 | 0% | 6% | -3 | 104%[activator] | 3% | 3% | 1% | -9% | -2%
Cc1cc(C)nc(NS(=O)(=O)c2ccc(NC(=O)c3cccc(N4C(=O)CCC4=O)c3)cc2)n1 | -17% | -3% | 3 | -2% | 1% | 19% | 2% | 2% | -13%
CC(C)(C)NCCOCCOc1ccc(Cl)cc1C(C)(C)C | -11% | -7% | -7 | ? | 3% | 1% | 1% | -12% | -10%
COc1ccc2cc(CN(CCc3ccccc3)Cc3nnnn3CC3CCCO3)c(=O)[nH]c2c1 (stereo not drawn) | -2% | i | 0 | 11% | -6% | -15% | -4% | -3% | -4%
COc1ccc(NS(=O)(=O)c2ccc(S(=O)(=O)N(C)C)cc2)cc1S(N)(=O)=O | 3% | -7% | -4 | 17% | -1% | 16% | 1% | -3% | -20%
COc1ccc(NC(=O)OCCn2c([N+](=O)[O-])cnc2C)cc1 | -7% | -1% | 1 | 58%[activator] | 1% | -14% | 3% | -8% | -14%
CC(=O)Nc1sc2c(c1C(c1cccc(F)c1)N1CCN(CCO)CC1)CCCC2 (stereo not drawn) | -4% | -4% | · | -25% | -11% | 1% | 0% | -7% | -4%
Cc1nc2c(C)cccc2cc1C(=O)N/N=C/c1cccc([N+](=O)[O-])c1 | -14% | 7% | -4 | 19% | -2% | 24% | 1% | -9% | -15%
CC(C)(C)c1csc(NC(=O)Cc2ccc(S(=O)(=O)N3CCOCC3)s2)n1 | -7% | -3% | -15 | 1% | 16% | · | · | · | -11%
COc1ccc(-c2nc3c4ccccc4ccn3c2CN2CCCCC2)cc1 | -7% | -12% | -9 | 27% | -3% | 1% | 2% | -5% | -14%
CCc1nn2c(=O)cc(COC(=O)c3cccc(NC(=O)COc4ccccc4)c3)nc2s1 | 2%[60.1 µM] | -2% | 4 | 46%[activator] | · | 0% | -2% | 17% | -14%
COc1ccc(C)cc1-n1nnnc1SCn1nnc2ccccc2c1=O | -9% | -3% | -1 | 24% | 13% | 29% | -2% | -19% | -14%
COC(=O)Cc1nnc(SCC(=O)Nc2ccccc2)c2ccccc12 | -2% | -1% | -25 | -10% | 15% | 19% | -2% | 2% | -8%
CCN(CC)C(=O)c1[nH]cnc1C(=O)Nc1cccc(C)c1 | -1% | i | · | -13% | 3% | · | · | · | -3%
